From PubChem
NOD2 inhibition = NOD2 signaling inhibitors, cell-based, luminescence, uHTS, HEK293 (AID 1566); HEK293 NOD2/NF-kB luciferase reporter, luminescence; higher % means a stronger effect; inhibition, % at 4 µM; hits with a dose series show EC50 in µM; 290,000 compounds, 0.63% hits; note: many of its hits are not listed in these tables
Lipid droplet = modulators of hepatic lipid droplet formation; AML12 mouse hepatocytes, oleate lipid droplets, BODIPY imaging; inhibition, % at 6.5 µM; 240,000 compounds, 0.4% hits;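 active = lipid droplet intensity inhibited by at least 50%, with more than 500 cells counted; inconclusive = wells with under 300 cells, treated as cytotoxic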
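Assay system: AML12 mouse liver cells | Compound dosing: One dose, 6.5 µM compound | Read-out basis: Droplet intensity reduction, % inhibition | Measured by: Fluorescence imaging, 20x objective, two fields per well | Schedule: Overnight treatment with compound plus oleate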
Dengue-2 NS5 capping = flavivirus cap methylation enzyme inhibition – biochemical, confirmation dose response, primary screen (AID 588689) | Dengue-2 NS5 methyltransferase capping enzyme assay, biochemical; higher % means a stronger effect | inhibition, % at 25 µM, or IC50 in µM where a hit was titrated | 340,000 compounds, 0.3% hits; in the data active = a potency from the dose series; inconclusive = inhibition above about 29% without an active follow-up result
AID2073 = inhibitors of Mint1-CaV2.2 protein interaction, biochemical, HTRF (AID 2073) | HTRF protein-protein interaction, Mint1-CaV2.2; higher % means a stronger effect | 290,000 compounds, 0.19% hits | one-dose inhibition, % at 20 µM; IC50 in µM for titrated hits; in the data active = inhibition mostly above about 51%, no sharp cut-off; inconclusive = no clear call, values can overlap the other calls; inactive = mostly below about 53%; note: some results filed as inactive read as strong as hits
Siah-1 displacement = blockers of Siah-1 interaction with plectin peptide – biochemical, fluorescence polarization, rhodamine-plectin, uHTS, primary screen (AID 1817). Siah-1 / rhodamine-plectin peptide fluorescence polarization; higher % means a stronger effect. one-dose displacement, % at 20 µM; IC50 in µM for titrated hits. 290,000 compounds, 0.02% hits;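 active = displacement of at least 50% at 20 µM, with a fluorescence ratio check between 0.3 and a set limit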;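 note: plate controls were Siah plus tracer with DMSO for no effect and tracer alone without Siah for full effect; strong numbers were not always called active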
HIV fusion peptide = cell-free HIV fusion peptide-binding blockers – biochemical, uHTS, fluorescence dequenching, primary screen (AID 1986). cell-free peptide binding, fluorescence dequenching, 30 min; higher % means a stronger effect. inhibition, % at 20 µM; hits with a dose series show IC50 in µM. 290,000 compounds, 0.3% hits; in the data active = inhibition mostly above about 52%, no sharp cut-off; inactive = mostly below about 76%; note: some results filed as inactive read as strong as hits
XIAP antagonists = small molecules displacing peptide from XIAP – biochemical, IAP family, fluorescence polarization (AID 1018). XIAP BIR domain, fluorescence polarization peptide displacement; higher % means a stronger effect. displacement, % at 20 µM; hits with a dose series show IC50 in µM. 200,000 compounds, 0.007% hits; in the data active = displacement above about 50%; note: a part of the inactive calls stands beside numbers as strong as those of hits
Myeloid diff 2 = promotes myeloid progenitor differentiation. calls only at 10 µM. ER-HoxA9 myeloid progenitors, lysozyme-GFP differentiation, flow cytometry. 360,000 compounds, 1% hits;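 active = normalized GFP-positive differentiation at or above the plate's own cutoff, the solvent-only control mean plus 3 SD; inconclusive = no clear call, values can overlap the other calls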;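 note: cells exposed to compound for four days before flow analysis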
LYP phosphatase = PTPN22 lymphoid phosphatase activity blockers – biochemical, fluorescence intensity, uHTS (AID 1779); recombinant LYP phosphatase, fluorescence intensity; higher % means a stronger effect; inhibition, % at 11.5 µM; hits with a dose series show IC50 in µM; 290,000 compounds, 0.054% hits;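 note: plate controls were vehicle with enzyme for no effect and no enzyme for full effect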
Lipid droplet cells 6.5 µM = also measured in Lipid droplet; calls as there; cell count; measured here: cell count, cytotoxicity flag;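 cells counted across two imaged fields per well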
Dengue-2 NS5 capping pilot replicate = recorded beside Dengue-2 NS5 capping, whose call it bears; inhibition, %; measured here: pilot screen replicate inhibition
Myeloid diff 2 GFP+ MAC1+ % = second read-out of Myeloid diff 2, no call of its own (marks repeat the call); GFP+ MAC1+ double positive, %; measured here: differentiation confirmed by MAC1 staining
An asterisk follows results filed as active; i = inactive; ? = inconclusive; nt = not tested or not shown. Cut-off read from the data, not from the text of the source, unless noted: active = inhibition above about 50%; inactive = the rest.

SMILES | NOD2 inhibition | Lipid droplet | Lipid droplet cells 6.5 µM | Dengue-2 NS5 capping | AID2073 | Siah-1 displacement | HIV fusion peptide | XIAP antagonists | Myeloid diff 2 | Myeloid diff 2 GFP+ MAC1+ % | LYP phosphatase | others
Cc1cc(NC(=O)CSc2nnc(-c3ccccc3)o2)no1 | 20% | 3 | 665 | 1% | 1% | 2% | -2.0% | -1.6% | i | 0.7 | -7%
Cc1nc2ccccc2c(=O)n1/N=C/c1ccc2ccccc2c1O | 5% | 9 | 721 | -15% | -1% | -11% | -0.1% | nt | i | 0.3 | -4%
CCCCOC(=O)C1C2C=C[C@]3(CN(C(C)c4ccc(OC)cc4)C(=O)[C@H]13)O2 (some centres undefined) | 7% | nt | nt | -9% | -3% | 0% | -1.7% | -4.6% | i | 3.1 | -9%
N/C(=N\S(=O)(=O)c1cc(C(F)(F)F)cc(C(F)(F)F)c1)c1ccncc1 | -3% | 3 | 872 | -3% | 5% | -5% | -0.5% | nt | i | 1.1 | -9%
COc1ccc(Nc2nc(N)nc(CSc3nc(C)cc(C)n3)n2)cc1 | -8% | -7 | 715 | -1% | -17% | -4% | 0.3% | -8.0% | i | 0.7 | -8%
COc1cccc(NC(=O)c2ccc(-n3cnnn3)cc2)c1 | 4% | -11 | 752 | -1% | -5% | 9% | 1.8% | nt | i | 1.0 | -8%
CC1CCCCC1NC(=O)CCCCCn1c(=S)[nH]c2ccsc2c1=O (centres undefined) | 21% | -10 | 735 | -14% | -33% | -2% | -1.7% | nt | i | 3.1 | -14%
O=C(c1ccc2c(=O)n(CCc3ccccc3)c(=O)[nH]c2c1)N1CCN(c2ccc(F)cc2)CC1 | 17% | 13 | 817 | -5% | 12% | 9% | -0.9% | nt | i | 2.0 | 2%
Cc1nc(CCNC(=O)C2CCC(=O)N(Cc3ccc(Cl)cc3)C2)sc1C (centres undefined) | 2% | 29 | 651 | 1% | -8% | -8% | -0.9% | nt | ? | nt | -7%
O=C(CSc1nnc(-c2cccnc2)n1CCN1CCCCC1)Nc1cccc(Cl)c1 | -2% | 8 | 676 | -2% | -5% | -5% | 0.3% | -3.3% | i | 0.6 | -10%
Nc1nc(SCC(=O)Nc2ccc([N+](=O)[O-])cc2Br)n[nH]1 | 3% | -7 | 659 | -7% | -3% | 11% | 0.9% | -4.0% | i | 0.8 | -4%
Cc1cc(N2CCN(c3ncccn3)CC2)nc2c(C)cccc12 | 16% | -7 | 862 | -7% | 8% | -4% | -0.3% | nt | i | 0.4 | -4%
CCn1c(SCC(=O)Nc2ccc(C(C)=O)cc2)nc2ccccc21 | -7% | -11 | 811 | -6% | -2% | -2% | 0.5% | -1.4% | i | 0.6 | 4%
O=C(O)C1CCN(Cc2cccnc2)CC1 | 9% | 24 | 681 | nt | 8% | 1% | 1.6% | -4.7% | i | 0.3 | -9%
Cc1ccc(S(=O)(=O)N/N=C\c2ccc(C)o2)cc1 | 7% | nt | nt | -2% | 35% | -2% | 12% | 14% | i | 2.0 | 5%
CC(NC(=O)c1ccc2nc[nH]c2c1)c1ccccc1 (centres undefined) | -3% | 3 | 737 | 0% | 0% | 11% | 1.4% | -6.5% | i | 0.4 | -4%
O=C(NCC(=O)N(c1ccc(F)cc1)C(C(=O)NC1CCCC1)c1cccnc1)c1cccs1 (centres undefined) | -2% | 4 | 709 | -5% | -1% | 8% | 2.4% | -2.3% | i | 0.4 | -6%
O=C(O)c1ccc(CS(=O)c2cccc(C(F)(F)F)c2)o1 (centres undefined) | 20% | -4 | 721 | 2% | 2% | 2% | -0.3% | -1.2% | i | 8.4 | -9%
Cc1ccc(NC(=O)CCC(=O)N/N=C/c2ccc([N+](=O)[O-])o2)cc1C | 24% | -14 | 671 | 0% | 30% | -4% | 10% | nt | i | 0.2 | 1%
COc1cccc(-n2c(C)nn(CCOc3ccccc3)c2=O)c1 | -8% | 2 | 664 | -5% | -15% | 4% | 0.6% | -8.0% | i | 0.6 | -7%

Two records drawn at random from those above:
SMILES | NOD2 inhibition | Lipid droplet | Lipid droplet cells 6.5 µM | Dengue-2 NS5 capping | AID2073 | Siah-1 displacement | HIV fusion peptide | XIAP antagonists | Myeloid diff 2 | Myeloid diff 2 GFP+ MAC1+ % | LYP phosphatase | others
Cc1ccc(NC(=O)CCC(=O)N/N=C/c2ccc([N+](=O)[O-])o2)cc1C | 24% | -14 | 671 | 0% | 30% | -4% | 10% | nt | i | 0.2 | 1%
CC(NC(=O)c1ccc2nc[nH]c2c1)c1ccccc1 (centres undefined) | -3% | 3 | 737 | 0% | 0% | 11% | 1.4% | -6.5% | i | 0.4 | -4%

New compounds follow:
SMILES | NOD2 inhibition | Lipid droplet | Lipid droplet cells 6.5 µM | Dengue-2 NS5 capping | AID2073 | Siah-1 displacement | HIV fusion peptide | XIAP antagonists | Myeloid diff 2 | Myeloid diff 2 GFP+ MAC1+ % | LYP phosphatase | others
COC(=O)c1cn(CC(=O)NCc2ccco2)c2ccccc12 | -21% | -14 | 538 | -2% | 4% | 2% | 0.3% | -0.3% | i | 0.5 | -2%
Cn1c(SCC(=O)NNC(=O)Cc2ccccc2)nnc1-c1ccc(Cl)cc1 | 2% | -19 | 595 | -5% | 2% | 2% | -3.0% | -5.2% | i | 1.5 | 2% | Dengue-2 NS5 capping pilot replicate=-5.5
O=C(CNCc1ccc(F)cc1)Nc1ccc(C(=O)N2CCCCC2)cc1 | -9% | -12 | 813 | -12% | -2% | 2% | 0.2% | nt | i | 0.2 | -11%
CCS(=O)(=O)c1nc(S(=O)(=O)c2ccc(C)cc2)c(N2CCC(O)CC2)s1 | 0% | -8 | 704 | -1% | 0% | 0% | 1.1% | nt | i | 2.2 | -5%
CCOC(=O)/C(=C/Nc1ccccc1)[N+](=O)[O-] | 13% | nt | nt | 7% | -10% | 1% | -3.4% | -19% | i | 0.3 | -7%
O=C(CCNC(=O)OCc1ccccc1)NC1CCCCC1 | 5% | 7 | 700 | -5% | 0% | 4% | -1.8% | -20% | i | 0.5 | -6%
COc1ccc(Nc2ccc([N+](=O)[O-])c3nonc23)c(OC)c1 | -9% | 7 | 890 | 3% | -8% | -10% | -4.8% | nt | i | 1.1 | -2%
O=C(O)C1CC=CCC1C(=O)Nc1cccc(F)c1 (centres undefined) | 8% | -7 | 676 | -4% | 1% | 2% | -1.6% | -11% | i | 1.5 | -4%
C#CC(C)OC(=O)Nc1cnccc1C(F)(F)F (centres undefined) | 21% | -5 | 722 | 0% | 6% | 4% | -0.2% | nt | i | 0.4 | -9%
Cc1cccc(C)c1-n1nnnc1SCSc1nnnn1-c1c(C)cccc1C | 4% | 5 | 659 | -6% | -2% | -4% | -1.7% | -1.1% | i | 11 | -2%
COc1cccc(-c2cc(C(F)(F)F)nc(-n3cncn3)n2)c1 | 5% | nt | nt | 0% | 6% | -9% | -2.9% | 1.0% | i | 1.2 | -1%
O=C(NCCc1ccccc1)C1CC(=O)N(C2CCCCC2)C1 (centres undefined) | -3% | -3 | 838 | 0% | 2% | 13% | -0.7% | nt | i | 0.8 | -11%
Cc1nc(NC(=O)C2CC2)sc1C(=O)Nc1cccc(Cl)c1 | -16% | 1 | 828 | -1% | 2% | 0% | 0.3% | nt | i | 0.7 | -12%
COC(=O)N/N=C/c1ccccc1OCc1ccccc1 | 11% | 13 | 652 | -3% | -9% | -6% | 0.7% | -7.8% | i | 0.6 | -15%
O=S(=O)(c1cccc(-c2csc(N/N=C/c3ccco3)n2)c1)N1CCOCC1 | 16% | -21 | 746 | -7% | 4% | 0% | 2.6% | nt | i | 0.1 | 3%
O=C(Nc1nc(-c2ccc(Cl)cc2Cl)cs1)c1ccc(OCC2CCCO2)cc1 (centres undefined) | 42% | 77* | 633* | -3% | 30% | 5% | 3.6% | -0.7% | i | 0.3 | 3%
COc1ccc(S(=O)(=O)N(CC(=O)NCc2ccco2)c2ccc(C)cc2)cc1OC | -20% | -6 | 789 | -1% | 9% | 1% | 0.0% | nt | i | 1.1 | -10%
Cc1cc(CNC(=O)COc2c(F)c(F)cc(F)c2F)c2ccccc2n1 | 4% | -7 | 673 | 0% | 5% | -5% | 1.7% | -6.2% | i | 0.3 | 2%
Cc1cc(C)n(-c2ccc(C(=O)OCC(=O)Nc3ccc([N+](=O)[O-])cc3)cc2)n1 | 2% | 14 | 537 | -4% | 1% | -4% | -1.4% | -9.4% | i | 0.8 | -6%
[O-]C1=N/[N+](=C/c2ccccc2Cl)CC1 | 10% | 9 | 736 | -2% | -4% | 5% | -2.5% | -5.9% | i | 1.0 | -4%
CCCn1c(N)c(Br)c(=O)[nH]c1=O | -1% | -1 | 732 | -33% | -7% | -4% | 2.0% | -8.0% | i | 0.7 | -7%
CC(=O)N1c2ccc(S(=O)(=O)NCC3CCC(C(=O)Nc4ncccc4C)CC3)cc2CC1C (centres undefined) | 2% | 12 | 698 | -2% | -2% | 2% | -0.9% | nt | i | 0.2 | -9%
C[C@@H]1CN(Cc2nc(Cc3ccccc3F)no2)C[C@H](C)O1 | 10% | 6 | 705 | -1% | 4% | 3% | 0.9% | -0.2% | i | 0.5 | -10%
Cc1nc(S/C(C(=O)O)=C2/C(=O)Nc3ccccc32)n[nH]1 | 8% | 5 | 744 | 3% | -3% | 6% | -1.3% | nt | i | 1.0 | -1%
CN1C(=O)c2oc3ccccc3c(=O)c2C1c1ccccn1 (centres undefined) | 4% | -3 | 667 | -8% | -2% | 2% | 1.5% | 3.0% | i | 0.6 | 0%
COC(=O)C1=C(C)N(c2ccc(OC)c(OC)c2)C(=O)C1 | 11% | nt | nt | -5% | 6% | 1% | -1.5% | -3.0% | i | 1.7 | -7%
C=CCn1c(SCC(=O)c2ccc(CNC(C)=O)o2)nc2ccccc2c1=O | 3% | 5 | 800 | -1% | 16% | -4% | 11% | -1.4% | i | 0.7 | -5%
CC1(C)NS(=O)(=O)Oc2ccccc21 | 12% | 0 | 798 | -4% | -4% | 0% | -0.2% | nt | i | 0.5 | -14%
O=C(Cn1cnc2ccccc2c1=O)c1ccc2ccccc2c1 | -35% | 14 | 791 | -1% | 10% | 0% | -1.9% | -6.1% | i | 0.5 | -9%
CN(C)c1ccc(CN(C(=O)c2cccs2)C2CCS(=O)(=O)C2)cc1 (centres undefined) | -10% | -4 | 786 | -1% | -13% | 3% | 0.0% | nt | i | 0.6 | 1%
CC(=O)c1ccc(-c2nnc(CCC(=O)N(C)Cc3cnc4ccccn34)o2)s1 | 18% | 8 | 765 | -5% | -6% | 2% | 1.3% | -4.3% | i | 0.3 | 0%

The list is partial, so the mix of outcomes need not match the whole.
